Screening results: PubChem BioAssay, The Scripps Research Institute Molecular Screening Center
MITF inh: MITF inhibitors, primary screen, biochemical, AlphaScreen, human; Microphthalmia-associated transcription factor (Homo sapiens), O75030; AlphaScreen MITF homodimerization, bead proximity signal; inhibition, % at 2.6 µM; actives 0.91% (n = 650,000); AID 1259374, 2018; in the data active = inhibition above about 50%;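 note: 0% = vehicle wells with protein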
FBW7 activator: FBW7 E3 ligase activators, primary screen, biochemical, AlphaScreen, human; F-box/WD repeat-containing protein 7 (Homo sapiens), Q969H0; AlphaScreen FBW7–phospho-cyclin E peptide binding, activator screen; normalized activity (activation), % at 26.1 µM; actives 0.13% (n = 650,000); in the data active = normalized activity above about 1.9%;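 note: purified mutant Fbw7 with reduced substrate affinity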
Target sequence (Q969H0 whole entry, looked up): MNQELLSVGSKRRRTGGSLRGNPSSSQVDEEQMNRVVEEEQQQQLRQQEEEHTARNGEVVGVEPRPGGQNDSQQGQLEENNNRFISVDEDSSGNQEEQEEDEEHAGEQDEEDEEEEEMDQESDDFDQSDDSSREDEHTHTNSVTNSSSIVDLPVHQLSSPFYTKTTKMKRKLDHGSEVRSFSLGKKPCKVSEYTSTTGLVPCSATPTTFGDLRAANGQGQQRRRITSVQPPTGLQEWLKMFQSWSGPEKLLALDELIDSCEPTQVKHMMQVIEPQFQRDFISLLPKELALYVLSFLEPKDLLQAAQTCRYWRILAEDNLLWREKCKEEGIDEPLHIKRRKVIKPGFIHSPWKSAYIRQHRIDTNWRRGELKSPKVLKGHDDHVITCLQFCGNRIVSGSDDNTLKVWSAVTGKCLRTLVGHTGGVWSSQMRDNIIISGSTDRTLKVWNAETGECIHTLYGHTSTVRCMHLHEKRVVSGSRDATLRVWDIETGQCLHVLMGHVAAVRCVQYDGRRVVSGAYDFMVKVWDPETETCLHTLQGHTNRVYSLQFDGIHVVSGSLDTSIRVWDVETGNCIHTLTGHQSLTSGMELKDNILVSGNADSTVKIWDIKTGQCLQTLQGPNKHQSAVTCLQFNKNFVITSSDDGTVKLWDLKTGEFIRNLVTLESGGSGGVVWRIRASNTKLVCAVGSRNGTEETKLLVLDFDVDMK
GPR151 ag: activators of human GPR151, primary screen, cell-based, PathHunter beta-arrestin, luminescence. G-protein coupled receptor 151 (Homo sapiens), Q8TDV0. PathHunter beta-arrestin GPR151 cells. activation, % at 11.2 µM. actives 1% (n = 650,000). AID 1508602, 2020; in the data active = activation above about 4.9%;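 note: 0% = median of compound wells and 100% = cells with positive control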
TEAD-YAP block: TEAD-YAP interaction inhibition, primary screen, TEAD-YAP interaction inhibitor project, luminescence, HEK-TIYL cells; actives 1.4% (n = 640,000); TEAD-Gal4/YAP UAS-luciferase luminescence; inhibition, % at 9.12 µM; in the data active = inhibition above about 32%;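 note: 0% = median of test compound wells and 100% = reference inhibitor wells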
Starred values were filed as active, the others as inactive; . = not tested or not shown; & = joins results of further samples.

The line under a structure holds: GPR151 ag, TEAD-YAP block, MITF inh, FBW7 activator
CCCc1nnc(NC(=O)Nc2ccccc2F)s1
 : -1.6, -65, 1, 0.0
O=C(NCCc1ccccc1)c1cc(C2CC2)on1
 : 0.9, -51, -4, -0.1
COC(=O)c1ccc(NC(=O)COC(=O)c2cccnc2)cc1
 : 0.0, 1, 6, 0.3
N#Cc1cc(NC(=O)c2cccs2)c(=O)n2c1sc1ccccc12
 : -0.9, 2, 4, 0.0
COc1ccc(Nc2nnc(-c3ccc(C)c(S(=O)(=O)N(C)C)c3)c3ccccc23)cc1C(N)=O
 : -0.9, 5, -6, -0.1
COc1ccc(S(=O)(=O)N(C)CC(=O)NCC(F)(F)F)cc1
 : 0.2, 6, 1, 0.3
O=C(C1CCCCC1)N(CCCN1CCOCC1)c1nc2c(F)cc(F)cc2s1
 : -0.8, -26, 15, -0.1
CC(C(=O)NC(C)(C)C)N(c1ccccc1)S(C)(=O)=O (stereo unspecified)
 : 3.9, 1, -17, -0.1
N=c1sccn1CC(=O)Nc1ccc(SC(F)F)cc1
 : -0.2, 13, -3, 0.1
Cc1ccc(SCC(=O)N2CCN(c3ccccn3)CC2)cc1
 : -1.0, -13, 19, 0.7
CC(CN(C)Cc1ccccc1)OC(=O)c1ccc2c(c1)OCO2 (stereo unspecified)
 : 0.1, -9, 12, 0.6
C=CCOC(=O)C1=C(C)NC2=C(C(=O)CC(C)(C)C2)C1c1ccc(I)cc1 (stereo unspecified)
 : 0.0, 1, -5, 0.0
O=C(Cc1cccs1)Nc1nnc(Cc2ccc(Cl)cc2)s1
 : 0.6, 2, 2, 0.0
Cc1cc(C)c(NC(=O)c2cccs2)c(C)c1NC(=O)c1cccs1
 : -0.8, -2, -3, -0.1
CCN(Cc1ccncc1)Cc1ccc2c(c1)CN(C(=O)CCOc1ccccc1)CCO2
 : 0.2, -2, 5, 0.2
O=C(c1ccc2c(=O)n(CCC3=CCCCC3)c(=S)[nH]c2c1)N1CCCC1
 : -0.2, 4, 3, -0.1
O=c1[nH]c(O)c(C=NCC2CC2(Cl)Cl)c(=O)[nH]1 (stereo unspecified)
 : -0.3, 8, 11, 0.1
O=C1C(C=Nc2ccccc2O)=C(O)c2ccccc21
 : -8.1, 49*, 1, -0.3
O=C(O)CN1C(=O)/C(=C\C=C\c2ccccc2)SC1=S
 : -0.9, -3, -16, -0.6
CC(NCc1ccc(N(C)C)cc1)C12CC3CC(CC(C3)C1)C2 (stereo unspecified)
 : 1.2, 10, 12, -0.1

Whole records, quoted from the list. Screens in order: GPR151 ag	TEAD-YAP block	MITF inh	FBW7 activator
`O=C(O)CN1C(=O)/C(=C\C=C\c2ccccc2)SC1=S` in the list: -0.9	-3	-16	-0.6
`O=C(C1CCCCC1)N(CCCN1CCOCC1)c1nc2c(F)cc(F)cc2s1` in the list: -0.8	-26	15	-0.1
`Cc1ccc(SCC(=O)N2CCN(c3ccccn3)CC2)cc1` in the list: -1.0	-13	19	0.7

Rewritten with bars between the fields: 4 of the compounds above.
Structure | GPR151 ag | TEAD-YAP block | MITF inh | FBW7 activator
CC(CN(C)Cc1ccccc1)OC(=O)c1ccc2c(c1)OCO2 (stereo unspecified) | 0.1 | -9 | 12 | 0.6
N#Cc1cc(NC(=O)c2cccs2)c(=O)n2c1sc1ccccc12 | -0.9 | 2 | 4 | 0.0
O=c1[nH]c(O)c(C=NCC2CC2(Cl)Cl)c(=O)[nH]1 (stereo unspecified) | -0.3 | 8 | 11 | 0.1
O=C(NCCc1ccccc1)c1cc(C2CC2)on1 | 0.9 | -51 | -4 | -0.1

The list continues.
The line under a structure holds: GPR151 ag, TEAD-YAP block, MITF inh, FBW7 activator
O=C(/C=C/c1ccc(-c2ccc(Br)cc2)o1)N1CCOCC1
 : 5.4*, -45, 0, -0.2
CCOC(=O)c1cc2c(oc1=O)c(C(C)(C)C)cc1oc3c(c12)CCCC3
 : 1.2, 4, -9, -0.8
CCc1ccc(CN2CCN(C3CCCC3)C(CCO)C2)o1 (stereo unspecified)
 : -0.6, 4, 2, 0.2
O=C(Cc1ccccc1)Nc1ccc(N2CCCCC2)cc1
 : -5.1, -40, -4, -0.1
Cc1nc(-c2ccccc2)nc2[nH]c(=O)n(-c3ccccc3)c(=O)c12
 : 1.3, -27, -12, -0.2
Cc1ccc(-c2ccc(/C=N\n3cnnc3)o2)c(Br)c1
 : -1.2, 1, -12, -0.1
O=C(NCn1ccc(=O)[nH]c1=S)c1ccccc1
 : -0.3, -7, 5, 0.0
Cc1cc(C(=O)OCC(=O)NCC2CCCO2)c(C)o1 (stereo unspecified)
 : -1.1, -3, -1, 0.1
C/C(=C/c1ccccc1)C(=O)Nn1cnc2ccccc2c1=O
 : -1.1, -4, 1, -0.2
CSCCC(NC(=O)c1ccco1)C(=O)OC(C)C(=O)NC(=O)NC1CCCCC1 (stereo unspecified)
 : -1.9, -19, -3, 0.0
CCOC(=O)c1sc2nc(SCC(=O)c3ccc(Br)cc3)n(Cc3ccc(OC)cc3)c(=O)c2c1C
 : 1.4, -6, -14, 0.0
COc1ccc(CN2CCC(C(=O)NC(C)(C)C)CC2)cc1
 : -0.5, -3, 36, 0.0
Cc1ccc(NC(=O)c2cc3cc(Cl)cc(Cl)c3oc2=O)cc1
 : -1.3, -1, -7, 0.1
CC(/C=C1N=C(/C=C/c2cccc(Cl)c2Cl)OC\1=O)=C\c1ccccc1
 : -0.7, -2, 3, -0.1
COCCOC(=O)C1=C(C)NC(=O)CC1c1c(F)cccc1Cl (stereo unspecified)
 : -0.6, -7, 14, 0.1
O=C(Nc1ccccc1)c1cnc(N2CCc3ccccc3C2)s1
 : -2.5, -21, 17, 0.2
CC(=O)c1cccc(NC(=O)C(OC(=O)c2ccc(N)c([N+](=O)[O-])c2)c2ccccc2)c1 (stereo unspecified)
 : 0.9, 1, 3, -0.1
Cn1cccc1/C=C1\Cc2ccccc2C1=O
 : -4.2, -28, 2, -0.1
O=C(O)c1ccc(-n2cc(-c3ccncn3)cn2)cc1
 : -2.4, 6, 0, -0.2
COc1cccc(C2NC(=O)NC(C)=C2C(=O)OCCSC)c1OC (stereo unspecified)
 : -0.2, 3, -10, 0.0
CC(C)(C)CC(C)(C)NCC(O)COCc1ccc(Cl)cc1 (stereo unspecified)
 : 0.1, 2, 11, 0.6
O=C(/C=C/c1ccccc1)Nc1ccccc1C(=O)NCc1ccccc1
 : -0.3, -7, -12, -0.1
O=C1Nc2cc(C(=O)N3CCc4ccccc4C3)ccc2NC1CSCc1c(F)cccc1Cl (stereo unspecified)
 : 2.4, -1, 7, 0.6
O=C(NCCO)Nc1ccc(Cl)c(Cl)c1
 : -0.6, -8, 1, 0.1
Fc1ccc(-c2n[nH]c(C3CCCN3)n2)cc1 (stereo unspecified)
 : -0.4, -8, 15, 0.6
N#Cc1ccc(Oc2ccccc2)cc1S(=O)(=O)Cc1ccccc1
 : -0.5, -5, -3, 0.0
COc1ccccc1NC(=O)C(=O)N1CCN(Cc2ccccc2)CC1
 : 0.7, 4, -2, 0.0
Cc1cc2c(Nc3ccc(F)cc3Cl)ncnc2s1
 : -0.4, -27, 4, 0.6
Oc1ccc(OCc2ccccc2)cc1
 : -1.1&1.0, -39, 1&9, 0.0&-0.1
OC1CCN(c2nc3ccccc3n3ccnc23)CC1
 : 0.6, -8, -6, 0.0
CC1CC(C)CN(CCCNC(=O)C2CCC(=O)N2C2CCCC2)C1 (stereo unspecified)
 : 2.6, 2, 2, 0.4
CCOC(=O)C1=C(N)OC2=C(C(=O)CC(c3ccccc3)C2)C1c1cccc(OC)c1OC (stereo unspecified)
 : -1.3, -9, 10, 0.0
CCOC(=O)c1sc(NC(=O)c2cc3n(n2)C(C(F)(F)F)CC(c2ccc(Cl)c(Cl)c2)N3)c(C(=O)OCC)c1C (stereo unspecified)
 : -0.7, -5, 2, 0.1
Cc1cc(C)nc(N2CCC(N(Cc3ccco3)S(=O)(=O)c3cccs3)CC2)n1
 : -0.3, -4, -5, -0.1
CCC(=O)Nc1nnc(SC)s1
 : 2.6, 9, -8, -0.1
CC(C)N(CCSc1ccc(NC(=O)C2CC2)nn1)C(C)C
 : 2.3, 2, 18, 0.1
Cc1ccc(C(c2ccc(C)o2)c2ccccc2N)o1
 : 1.2, 0, 67*, -0.3
C=CCn1c(SCC(=O)O)nc2sc3c(c2c1=O)CCC(C)C3 (stereo unspecified)
 : 1.8, -2, 2, -0.2
CC(C)C(CO)Nc1nccn2c(-c3ccsc3)cnc12 (stereo unspecified)
 : -0.8, 5, -31, 0.1
CC1=C(C(=O)Nc2cc(C)ccn2)C(c2ccccc2C)C2=C(CCCC2=O)N1 (stereo unspecified)
 : 1.1, -13, -7, -0.1
CCOc1cc(S(=O)(=O)N2CC(C)OC(C)C2)c(C)cc1C (stereo unspecified)
 : 2.1, 2, 7, 0.0
COc1cc(NC(=O)c2cccc(-n3cc(Nc4nnnn4-c4ccccc4)cn3)c2)ccc1N1CCOCC1
 : -1.2, 32*, 2, 0.0
CCOC(=O)c1ccc(NC(=O)CC2C(=O)N(c3ccc(OC)cc3)C(=S)N2CCc2ccc(OC)cc2)cc1 (stereo unspecified)
 : -0.8, -4, 1, -0.2
CCOC(=O)C/C(C)=N/NC(N)=S
 : 1.5, 2, 2, -0.4
CSc1nnc(CNC(=O)CCn2nc(C)cc2C)n1Cc1ccccc1
 : -0.9, -14, -6, 0.0
O=C(CSc1nc2c(c(=O)[nH]1)CCC2)Nc1nc2ccccc2s1
 : 0.8, -7, -2, 0.0
CC(C)c1ccc(/C=C2\N=C(c3ccc(Br)cc3)OC2=O)cc1
 : 0.7, -5, 10, 0.1
COc1ccc(C(C2=C(O)CC(C)(C)CC2=O)C2=C(O)CC(C)(C)CC2=O)c(OC)c1
 : 0.9, 8, -16, -0.2
Cc1ccc2cccc(Oc3nnnn3-c3ccccc3)c2n1
 : -0.7, 5, 11, 0.1
CCN(CCNC(=O)c1ccc(N2CCCC2=O)cc1)c1ccccc1
 : 1.9, -25, 4, -0.3
O=[N+]([O-])c1ccccc1S(=O)(=O)N1CCN(Cc2cccs2)CC1
 : 1.5, -4, 55*, -0.3
O=C(CCC(=O)Nc1ccc(F)cc1)N/N=C/c1ccc(Br)cc1
 : 3.0, -4, -1, 0.0
Cc1ncc2c(c1O)COP(=O)(O)OC2
 : -1.2, ., -9, -0.1
Cc1nc(NC(=O)COc2cccc3ccccc23)ccc1Br
 : -0.7, 9, 19, 0.3
c1cncc(CNc2cc(Nc3ccc(N4CCOCC4)cc3)ncn2)c1
 : 4.0, 6, 13, 0.0
C=CCNC(=O)/C(=C/c1ccc(Br)cc1)NC(=O)c1ccccc1OC
 : -1.0, 5, -5, -0.1
CC(=O)c1cccc(NC(=O)c2ccc(OCc3ccccc3)cc2)c1
 : -6.8, 5, 14, 0.0
O=C(/C=C/c1cccc([N+](=O)[O-])c1)NCC1CCCO1 (stereo unspecified)
 : -0.9, 8, 11, 0.2
COc1ccc(C(=O)N2Cc3cc(OC)c(OC)cc3CC2(C)C)cc1OC
 : -0.5, -27, 9, -0.1
O=C(CSc1cn(CCNC(=O)c2cccs2)c2ccccc12)Nc1ccccc1
 : -1.4, 3, 3, 0.1

An excerpt from above, limited to TEAD-YAP block, GPR151 ag and FBW7 activator:
| structure | TEAD-YAP block | GPR151 ag | FBW7 activator |
| --- | --- | --- | --- |
| c1cncc(CNc2cc(Nc3ccc(N4CCOCC4)cc3)ncn2)c1 | 6 | 4.0 | 0.0 |
| C=CCNC(=O)/C(=C/c1ccc(Br)cc1)NC(=O)c1ccccc1OC | 5 | -1.0 | -0.1 |

Later entries:
The line under a structure holds: GPR151 ag, TEAD-YAP block, MITF inh, FBW7 activator
CC(=O)Nc1ccc(/C=C(\c2nc3ccccc3[nH]2)S(=O)(=O)c2ccccc2)cc1
 : 6.6*, -3, 6, 0.0
CCn1c(SCC(=O)c2ccc(C)cc2)nnc1-c1ccco1
 : -0.7, -16, 0, 0.0
COc1ccc(N2C(=O)CN(S(C)(=O)=O)CC2(C)C(=O)NC2CCCCC2)cc1 (stereo unspecified)
 : -1.1, 2, 10, -0.1
COc1cc(C(=O)Nc2c3c(nn2-c2ccc(F)cc2)CSC3)cc(OC)c1OC
 : 1.9, -4, -9, -0.1
CNC(=O)CN(c1cc(C(F)(F)F)ccc1Cl)S(=O)(=O)c1ccccc1
 : -0.4, -4, 12, 0.0
